# RXFP1 agonist: RXFP1 (human) receptor agonism; Q9HBX9; HEK293T-RXFP1 cAMP TR-FRET, 30 min; response scale: percent of porcine relaxin response, buffer zero; Potency, µM (series often up to 57.5 µM), inactives show at the highest dose activation, most hits filed as activators; hit rate 0.3% among 370,000; AID 2676; further: potency means the concentration at half of the fitted maximal effect; on the % scale 0 is the no-effect control and ±100 the full control effect; nearly all actives have a fitted effect of over 60% in size; many of its hits are not listed in these tables
# Target sequence (Q9HBX9 whole entry, looked up): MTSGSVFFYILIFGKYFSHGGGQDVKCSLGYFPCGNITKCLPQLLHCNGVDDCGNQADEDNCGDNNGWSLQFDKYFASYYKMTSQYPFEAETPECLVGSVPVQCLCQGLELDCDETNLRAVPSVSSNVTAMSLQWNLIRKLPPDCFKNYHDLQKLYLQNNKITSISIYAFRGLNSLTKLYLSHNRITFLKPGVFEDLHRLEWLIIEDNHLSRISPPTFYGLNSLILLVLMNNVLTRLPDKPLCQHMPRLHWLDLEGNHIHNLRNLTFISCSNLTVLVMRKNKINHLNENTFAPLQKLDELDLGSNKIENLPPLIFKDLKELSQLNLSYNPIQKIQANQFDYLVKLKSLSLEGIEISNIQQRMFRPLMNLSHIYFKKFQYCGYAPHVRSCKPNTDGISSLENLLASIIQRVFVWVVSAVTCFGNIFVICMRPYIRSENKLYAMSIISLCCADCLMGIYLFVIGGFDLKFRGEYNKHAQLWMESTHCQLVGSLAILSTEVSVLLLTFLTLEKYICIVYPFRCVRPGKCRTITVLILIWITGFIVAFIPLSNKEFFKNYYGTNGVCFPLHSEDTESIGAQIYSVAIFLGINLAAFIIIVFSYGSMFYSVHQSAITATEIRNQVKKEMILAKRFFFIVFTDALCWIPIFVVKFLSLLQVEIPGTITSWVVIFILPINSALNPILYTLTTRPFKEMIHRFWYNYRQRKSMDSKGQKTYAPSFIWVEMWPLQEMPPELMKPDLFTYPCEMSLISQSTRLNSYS
#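 cAMP rise read by TR-FRET after 30 min, 37C compound exposure (up to 58 uM) in RXFP1-transfected HEK293 cells with Ro 20174 present. EC50 from Hill-equation fits, with 29 nM porcine relaxin as 100% and buffer as basal.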
# D1 agonist: agonists of human D1 dopamine receptor; HEK293 T-REx D1 cells, calcium flux, agonist mode; hit rate 1% among 360,000; activation, % at 2 µM; AID 504660; P21728; in the data active means activation above about 30%; further: 0% is about no effect
#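 Tetracycline-induced HEK293 TREx D1 cells, force-coupled to calcium signalling, were dye-loaded with a no-wash calcium kit. Compound was pin-added after a 10 s baseline. Fluorescence was read kinetically at 1 cycle/s for 180 s, with calcium rises flagged as agonism.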
# D1 potentiator: potentiators of human D1 dopamine receptor. potentiation, % at 10 µM. hit rate 0.036% among 360,000. P21728. HEK293 TREx D1 cells, calcium flux, dopamine EC20 potentiation; in the data active means potentiation above about 30%; further: 0% is about no effect
# RXFP1 antag: blocks the human relaxin receptor RXFP1; Q9HBX9; HEK293-RXFP1, relaxin-stimulated cAMP HTRF, 30 min; hits give low values; activity change, negative = inhibition, % at 57.5 µM; hit rate 0.59% among 350,000; AID 1259400;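 active means activity change of -60% or lower, but not beyond a set lower limit; inconclusive means change between -60% and -40%, or beyond the set limit; inactive means change above -40%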; further: on the % scale 0 is the no-effect control and ±100 the full control effect
# TRHR enhancer: allosterically enhances the human TRH receptor | P34981 | TRHR cells, fluo-8 calcium fluorescence, EC20 TRH enhancement | enhancement, % at 2 µM | hit rate 0.66% among 360,000; in the data active means enhancement above about 30%; further: 0% is about no effect
#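 TRHR-expressing cells loaded with fluo-8 calcium dye were read kinetically (ex 480/em 530) during compound addition, then stimulated with an EC20 of TRH (10 nM final). Enhancement of the Gq-mediated intracellular calcium response was scored.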
# D1 antagonist: blocks dopamine activation of the human D1 receptor | HEK293 TREx D1 cells, calcium flux, dopamine EC80; hits give low values | activity change, negative = inhibition, % at 10 µM | hit rate 3.2% among 360,000; in the data active means activity change below about -30%; further: on the % scale 0 is the no-effect control and ±100 the full control effect
#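 Compound effects on dopamine-evoked calcium signalling were measured in tetracycline-induced HEK293 Trex D1 cells. Dopamine at EC80 followed a 180 s compound pre-read, and fluorescence was tracked kinetically for 180 s more.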
# TRHR agonist: TRH receptor (human) agonism; P34981; TRHR cells, calcium flux fluo-8, FDSS agonist mode; activation, % at 2 µM; hit rate 0.18% among 360,000; AID 493084; in the data active means activation above about 30%; further: 0% is about no effect
#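 Steps: seed TRHR cells overnight; add fluo-8 no-wash Ca dye, RT 30 min–1.5 h; record 10 s baseline; pin-transfer compounds; monitor fluorescence 1 cycle/s for the agonist window. Calcium increases flag candidate agonists.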
# Apoferritin bind: candidate novel general anesthetic via apoferritin binding; P02791; apoferritin/1-aminoanthracene competitive binding, fluorescence; Potency, µM (top dose mostly 77.5 µM), inactives show at the top dose activity change, negative = displacement, most hits filed as inhibitors; hit rate 0.074% among 350,000; AID 485281; further: potency means the concentration at half of the fitted maximal effect; on the % scale 0 is the no-effect control and ±100 the full control effect; nearly all actives have a fitted effect of over 20% in size
# Target sequence (P02791 2-175 limits assumed): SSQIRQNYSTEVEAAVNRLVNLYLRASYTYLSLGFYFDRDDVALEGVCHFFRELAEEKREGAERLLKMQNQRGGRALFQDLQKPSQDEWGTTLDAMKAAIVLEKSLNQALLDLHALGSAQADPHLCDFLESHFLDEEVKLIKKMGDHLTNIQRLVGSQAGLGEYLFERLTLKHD
#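 Horse-spleen apoferritin (10 uM) was mixed with 50% saturated 1-aminoanthracene in PBS, exposed to compounds for 10 min at room temperature, and read for fluorescence (ex 380 nm, em 535 nm). Competitive displacement was fitted with a four-parameter Hill equation.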
# D2 potentiator: D2 dopamine receptor (human) potentiation; P14416; HEK293 T-REx D2, calcium flux, EC20 dopamine potentiation; potentiation, % at 10 µM; hit rate 0.34% among 340,000; AID 485347;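 active means potentiation over 3 SD above the plate norm, cut at about 30% in these data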; further: 0% is about no effect
#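 Potentiation of an EC20 dopamine calcium response is measured in a force-coupled, tetracycline-inducible Hek293 Trex D2 line. Compound-only kinetic reads over 180 s flag agonists before dopamine addition.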
# Active calls of the source: *; u = inconclusive; x = no result given; & = joins results of further samples. Unless noted, the call rests on the fitted dose curve; in most records, active means well fitted curve in the direction sought with a large enough effect; inconclusive means small, poorly fitted or top-dose-only effect, or another doubt; inactive means no such curve, though single readings can be large; an effect the other way counts as inactive or inconclusive. These rows are one share of the data, so the mix of outcomes need not match the whole.
no.	canonical_smiles	RXFP1 agonist	D1 agonist	D1 potentiator	RXFP1 antag	TRHR enhancer
1	O=C1[C@@H]2[C@H](C(=O)N1n1cnnc1)[C@H]1C=C[C@@H]2C1	-0.1%	4	-2	-14	4
2	CCOC(=O)C1(CC2CCCCO2)CCN(C(=O)Nc2ccc(C)c(C)c2)CC1 (stereo not given)	-3.4%	-1	-3	-1	-2
3	COC(=O)[C@@H](C)NC(=O)c1ccc2oc(CCc3ccccc3)nc2c1	0.8%	2	-4	-4	-1
4	CN(C)c1ccc(P(=O)(CC(=O)N/N=C/c2ccc(C#N)cc2)OCCCl)cc1 (stereo not given)	2.5%	0	-5	1	-2
5	CCNc1nc(NCC)nc(N(CC)C(N)=S)n1	1.7%	2	0	-6	0
6	CN(C)S(=O)(=O)c1ccc(C(=O)Nc2nnc(-c3ccc4c(c3)CCCC4)o2)cc1	0.2%	1	-5	x	-2
7	O=c1[nH][nH]c(=O)c2c(NS(=O)(=O)c3ccccc3)cccc12	0.5%	6	-5	-12	-8
8	O=C(Nc1cc(-c2ccccc2)[nH]n1)c1ccccc1F	-2.9%	0	1	1	15

no.	D1 antagonist	TRHR agonist	Apoferritin bind	D2 potentiator
1	-6	1.4	-9%	-5
2	7	-2.9	-12%	1
3	-21	-0.1	-10%	2
4	-6	0.2	-8%	2
5	-10	-0.6	-1%	0
6	27	0.5	-5%	4
7	5	0.6	-10%	2
8	4	1.8	-13%	-4

# Only D1 antagonist, RXFP1 agonist and RXFP1 antag (two entries from above):
no. | compound | D1 antagonist | RXFP1 agonist | RXFP1 antag
7 | O=c1[nH][nH]c(=O)c2c(NS(=O)(=O)c3ccccc3)cccc12 | 5 | 0.5% | -12
8 | O=C(Nc1cc(-c2ccccc2)[nH]n1)c1ccccc1F | 4 | -2.9% | 1

# Continued:
no.	canonical_smiles	RXFP1 agonist	D1 agonist	D1 potentiator	RXFP1 antag	TRHR enhancer
9	O=C(N/N=C\c1cc(Br)ccc1O)c1ccc(S(=O)(=O)N2CCCCC2)cc1	1.8%	28	-10	-36	14
10	COc1ccc(NC(=O)c2ccc3[nH]c(C)cc(=O)c3c2)cc1	11%	1	0	2	5
11	COc1ccc(C2=NOC(Cn3nc(C(=O)NCC4CC4)cc3-c3ccccc3)C2)cc1 (stereo not given)	-1.2%	2	-6	x	-4
12	CCOc1ccc(CC(=O)NC2CC(C)(C)N(C)C(C)(C)C2)cc1OCC	0.4%	2	-4	1	14
13	COc1cccc(NC(=O)c2cc(-c3ccncc3)nc3c(C)cc(C)cc23)c1	2.5%	2	1	-4	2
14	COc1cccc(NC(=O)CCCn2c(=O)c3cccn3c3cccnc32)c1	2.4%	-1	-4	10	-6
15	C/C=C/c1ccc(OCCCN2C(=O)NC(C)(C)C2=O)c(OC)c1	0.4%	-1	3	-10	6
16	CC(C)N1CCC(=NNc2ccc([N+](=O)[O-])cc2S(=O)(=O)N2CCOCC2)CC1	-0.2%	5	12	14	10

no.	D1 antagonist	TRHR agonist	Apoferritin bind	D2 potentiator
9	1	22	-4%	3
10	9	0.1	-1%	3
11	6	-0.4	x	8
12	13	-0.3	x	x
13	-9	0.5	-22%	-6
14	-10	-1.0	7%	-4
15	10	0.2	-9%	-1
16	13	1.0	-12%	-4

# Shown as tab-separated lines: 2 of the compounds above
entry	smiles	RXFP1 agonist	D1 agonist	D1 potentiator	RXFP1 antag	TRHR enhancer	D1 antagonist	TRHR agonist	Apoferritin bind	D2 potentiator
2	CCOC(=O)C1(CC2CCCCO2)CCN(C(=O)Nc2ccc(C)c(C)c2)CC1 (stereo not given)	-3.4%	-1	-3	-1	-2	7	-2.9	-12%	1
16	CC(C)N1CCC(=NNc2ccc([N+](=O)[O-])cc2S(=O)(=O)N2CCOCC2)CC1	-0.2%	5	12	14	10	13	1.0	-12%	-4

# Next results:
no.	canonical_smiles	RXFP1 agonist	D1 agonist	D1 potentiator	RXFP1 antag	TRHR enhancer
17	Cc1nc2c3cc(F)ccc3n(Cc3ccccc3)c2s1	1.7%	4	-1	-29	15
18	CCN(C(=O)CCS(=O)(=O)c1cc2c(cc1Cl)NC(=O)CO2)c1ccccc1	0.6%	4	-2	-24	-1
19	O=C(O)CCC(=O)NCCn1c(-c2ccccc2)csc1=Nc1ccccc1	1.4%	1	-4	-16&-3	5
20	CC(C)CNC(=O)COC(=O)c1ccc(Cl)c(S(=O)(=O)N2CCc3ccccc32)c1	0.4%	8	1	-8	-4
21	COc1cccc(OCc2cc(C(=O)N3CCNC(=O)C3Cc3ccccc3)no2)c1 (stereo not given)	-1.6%	9	0	8	-3
22	N=c1c(C(=O)NCc2ccc(F)cc2)cc2c(=O)n3ccccc3nc2n1CCCN1CCOCC1	4.5%	1	-2	-7	1
23	CCOC(=O)Cc1csc(N/N=C\c2cccc(Br)c2)n1	-0.9%	2	-8	-9	10
24	Cc1cc(C)c2cc(C=O)c(Cl)nc2c1	2.6%	0	-2	0	0

no.	D1 antagonist	TRHR agonist	Apoferritin bind	D2 potentiator
17	4	-0.8	-7%	18
18	7	0.0	6%	2
19	-5	-0.5	-11%	-3
20	-11	0.3	-24%	-1
21	-10	-0.3	-11%	-2
22	-14	0.2	14%	2
23	18	1.5	-4%	18
24	4	1.7	-5%	x

# (list continues)
no.	canonical_smiles	RXFP1 agonist	D1 agonist	D1 potentiator	RXFP1 antag	TRHR enhancer
25	CCc1nc2ccccc2c(C(=O)OC2CCOC2=O)c1C (stereo not given)	1.2%	0	-6	-1	-2
26	Cc1ccc(C(=O)N/C(=C\C=C\c2ccccc2)C(=O)NCc2ccco2)cc1	0.7%	1	0	-17	2
27	Cc1cc(C)cc(NC(=O)Cn2nnc(C(=O)NCc3ccc(F)cc3)c2N)c1	-0.9%	8	-5	13	-1
28	O=S(=O)(Nn1c(O)c(C=C2N=c3ccccc3=N2)sc1=S)c1ccccc1	0.8%	1	-2	-1	1
29	COc1cc(C(=O)N2CCC(n3cnc4cc(F)ccc43)CC2)cc(OC)c1OC	2.2%	5	0	7	3
30	Cc1csc(OCc2ccc(C#N)cc2)n1	-0.3%	3	-2	20	2
31	Cc1cccc(NC(=O)CNC(=O)c2ccc3nc[nH]c3c2)c1C	0.5%	3	-3	-4	8
32	O=S(=O)(c1ccccc1)c1cnc(-c2ccccc2)nc1N1CCCC1	-0.5%	5	-3	8	0

no.	D1 antagonist	TRHR agonist	Apoferritin bind	D2 potentiator
25	-5	-0.1	-10%	0
26	2	0.2	5%	1
27	-1	1.2	-19%	3
28	15	0.0	-17%	-8
29	-10	-0.2	-10%	11
30	-10	-0.2	3%	x
31	2	0.4	x	14
32	-2	0.4	-7%	8

# Next part.
no.	canonical_smiles	RXFP1 agonist	D1 agonist	D1 potentiator	RXFP1 antag	TRHR enhancer
33	COc1ccccc1-c1nnc(SCC(=O)Nc2ccccc2F)o1	-1.6%	-1	1	-6	-2
34	CCN(Cc1cccs1)C(=O)CN1C(=O)NC2(CCCc3ccccc32)C1=O (stereo not given)	-0.4%	3	-2	0	9
35	Cc1ccc(C(=O)C2CCN(CC(=O)N3CCN(c4ccc(F)cc4)CC3)CC2)cc1	1.9%	5	-4	-9	1
36	O=C(Nc1cccc(-c2nc3ccccc3[nH]2)c1)c1c(F)cccc1F	3.4%	3	-2	-7	3
37	Nc1cccc(-n2nnnc2CN2CCOCC2)c1	6.8%	5	-5	2	-8
38	O=C(NC1CCCC1)c1ccc2c(c1)N(Cc1ccc(F)cc1)C(=O)c1ccccc1S2	-0.4%	4	5	-14	-1
39	CCN1C(=O)C(=O)N(CC(=O)c2cc(C)n(C3CC3)c2C)C1=O	0.2%	-1	4	7	-11
40	COc1ccc(-c2csc(Nc3ccccn3)n2)cc1OC	-1.4%	1	1	-84*	13

no.	D1 antagonist	TRHR agonist	Apoferritin bind	D2 potentiator
33	1	0.0	2%	11
34	4	-0.1	x	-7
35	-31*	-0.2	-15%	-14
36	-15	-1.3	-2%	0
37	13	-1.3	-2%	-2
38	8	0.6	-13%	-2
39	32	0.5	x	-11
40	-2	-0.5	-7%	1

# Other entries follow.
no.	canonical_smiles	RXFP1 agonist	D1 agonist	D1 potentiator	RXFP1 antag	TRHR enhancer
41	CCc1nnc(NC(=O)CN2CCN(C(=O)c3ccccc3)CC2)s1	-1.2%	0	-4	0	3
42	CCOC(=O)N1CCN(c2cc(N)c([N+](=O)[O-])cc2F)CC1	13%	14	-6	-9	-1
43	Cn1c2c(c(=O)n(C)c1=O)C(NS(=O)(=O)c1ccc(Cl)cc1)(C(F)(F)F)C(=O)N2 (stereo not given)	-1.1%	3	-4	0	-2
44	O=C(COC(=O)/C=C/c1cccc(Cl)c1Cl)Nc1ccc2[nH]c(=O)[nH]c2c1	-0.1%	2	2	u	-1
45	Fc1ccc(-c2csc3ncnc(N4CCN(c5ccccc5)CC4)c23)cc1	-1.4%	-2	5	-65*	4
46	Cc1cccc2c1CC(C)(C)N=C2C1=C(O)CCCC1=O	-0.3%	1	7	-3	-1
47	N#Cc1ccccc1Sc1ccccc1C(=O)Nc1ccccc1	0.9%	5	-3	-7	-5
48	Cn1c(=O)c(C(=O)CN2CCCCC2)c(N)n(Cc2ccccc2)c1=O	1.0%	1	-4	-10	-9

no.	D1 antagonist	TRHR agonist	Apoferritin bind	D2 potentiator
41	19	-0.1	-6%	x
42	-14	0.3	-21%	9
43	0	0.6	2%	10
44	2	0.0	x	-3
45	26	-0.6	-14%	-14
46	0	-0.1	-10%	-1
47	-2	0.3	-23%	-6
48	-15	-0.2	-3%	-10

# (list continues)
no.	canonical_smiles	RXFP1 agonist	D1 agonist	D1 potentiator	RXFP1 antag	TRHR enhancer
49	CCN(CC)c1ccc(NC(=O)/C=C/c2cc(Br)ccc2OC)cc1	0.2%	0	-4	x	4
50	COc1ccc(C(=O)/C=C/c2ccc(OC)c(Cn3nnc4ccccc43)c2)cc1	2.1%	5	-6	25	1
51	Cc1ccc(CNC(=O)c2c(Nc3c(C)cccc3C)sc(C(=O)c3ccccc3)c2N)cc1	3.0%	8	0	-23	5
52	Cc1nc(Nc2cccc(O)c2)c2oc3ccccc3c2n1	0.1%	0	6	0	4
53	COc1cccc(-c2noc(COc3ccccc3Cl)n2)c1	-1.8%	13	1	-16	3
54	OCCn1nc(-c2ccccc2)cc1-c1ccccc1	1.1%	4	1	13	4
55	C#CCOC(=O)CN1C(=O)c2cccc3cccc(c23)C1=O	0.2%	13	-3	-10	1

no.	D1 antagonist	TRHR agonist	Apoferritin bind	D2 potentiator
49	12	0.0	-12%	6
50	3	1.5	-17%	19
51	-8	0.4	-17%	1
52	-22	-0.7	-15%	1
53	0	0.9	-9%	3
54	2	0.0	2%	-4
55	4	-0.3	-24%	-10
